Screening results (PubChem)
TNAP act hiacc: TNAP activators at high phosphate acceptor level, primary screen, biochemical, luminescence, uHTS | Alkaline phosphatase, tissue-nonspecific isozyme (Homo sapiens), P05186 | 200,000 tested, under 10 active | activation factor at 20 µM | purified TNAP, CDP-star luminescence, 1 M DEA, 30 min; active compounds read high; 0 = EDTA background, 1 = DMSO-only activity;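 active = activation factor at least 2 at 20 µM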
Target sequence (P05186 whole entry, looked up): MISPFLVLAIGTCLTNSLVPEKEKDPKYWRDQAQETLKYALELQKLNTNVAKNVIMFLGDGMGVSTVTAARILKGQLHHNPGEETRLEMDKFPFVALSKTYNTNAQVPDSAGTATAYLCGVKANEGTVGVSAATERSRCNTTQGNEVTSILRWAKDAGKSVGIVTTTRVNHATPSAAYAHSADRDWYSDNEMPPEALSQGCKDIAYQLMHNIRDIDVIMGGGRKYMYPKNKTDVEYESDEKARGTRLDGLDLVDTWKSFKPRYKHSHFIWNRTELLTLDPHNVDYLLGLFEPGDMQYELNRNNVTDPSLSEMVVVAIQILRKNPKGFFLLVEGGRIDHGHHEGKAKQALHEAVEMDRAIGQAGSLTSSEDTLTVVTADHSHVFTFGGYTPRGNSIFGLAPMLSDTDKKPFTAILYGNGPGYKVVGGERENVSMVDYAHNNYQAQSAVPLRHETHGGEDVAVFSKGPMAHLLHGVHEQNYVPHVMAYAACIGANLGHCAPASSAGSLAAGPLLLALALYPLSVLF
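Test system – human TNAP · Doses – 20 µM single point · Incubation – 30 min, room temperature · Signal – luminescent substrate turnover signal · Read-out basis – activation factor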
TNAP inh hi DEA: human TNAP enzyme inhibitors, primary screen, biochemical, luminescent, high phosphate acceptor level, uHTS; Alkaline phosphatase, tissue-nonspecific isozyme (Homo sapiens), P05186; purified TNAP, CDP-star luminescence, 1 M DEA; inhibition, % at 20 µM; 0.03% of 200,000 active; AID 1135, 2008;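 active = over 50% inhibition of tissue-nonspecific alkaline phosphatase at 20 µM in the single-dose screen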;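 also: plate controls were DMSO wells for no effect and EDTA-quenched wells as full inhibition for full effect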
FLuc inhib CS: firefly luciferase enzyme inhibitors, primary screen, artefact control for luciferase-based inhibitor screens, biochemical, luminescence, ATPLite. 10 min. inhibition, % at 10 µM. 1.5% of 200,000 active. AID 1006, 2008;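 active = inhibition above about 50% when tested at 10 µM, limit read from the data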
bIAP act: bovine intestinal alkaline phosphatase activators, primary screen, biochemical, bovine IAP, CDP-star luminescence. alkaline phosphatase, intestinal [Bos taurus]. purified bovine IAP, 30 min; active compounds read high; fold of DMSO-control signal, blank-subtracted. activation factor at 20 µM. 0.17% of 200,000 active. AID 1016, 2008;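 active = activation factor of 2 or more at 20 µM, a signal rise over negative controls twice the positive control's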
RAM inhibit: inhibitors of the yeast RAM network, primary screen, dse1pr::URA3 reporter, 5-FOA selection; AID 868, 2007; inhibition, % at 50 µM; 1.8% of 190,000 active; S. cerevisiae dse1pr::URA3 reporter, 5-FOA growth OD615, 2 d; analog-sensitive cbk1-as2 kinase mutant strain;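 active = inhibition above a set limit, 3 SD over mean compound inhibition, cut at about 8.4% in these data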;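 also: 0% = DMSO-only wells with no growth and 100% = 10 µM 1-NA-PP1 full growth; inhibition rescues growth on 5-FOA so higher OD means more RAM inhibition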
L major viab: Leishmania major promastigote growth inhibition, primary screen; Leishmania major promastigotes, resazurin fluorescence viability; inhibition, % at 10 µM; 9% of 200,000 active; in the data active = inhibition above about 50%;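 also: promastigotes grown with compound for 44 hours at 28 °C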
APP 5UTR inh: inhibitors of APP translation via 5'UTR reporter, primary screen, APP 5'UTR luciferase, SH-SY5Y cells | SH-SY5Y APP 5'UTR-luciferase reporter, luminescence | inhibition, % at 2 µM | 0.82% of 190,000 active | AID 1285, 2008;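 active = inhibition above a set limit, derived from the sample mean plus 3 SD, cut at about 45% in these data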; also: values of inactives mirror those of a sister screen read the other way
TNAP inh noacc: human TNAP enzyme inhibitors, primary screen, biochemical, luminescent, no phosphate acceptor, uHTS; Alkaline phosphatase, tissue-nonspecific isozyme (Homo sapiens), P05186; purified TNAP, CDP-star luminescence, 30 min; inhibition, % at 20 µM; 0.26% of 200,000 active;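 active = tissue-nonspecific alkaline phosphatase inhibition above about 50% at 20 µM in the single-dose screen, limit read from the data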;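 also: 0% = DMSO negative control and 100% = EDTA positive control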
FLuc act counter: FLuc activators, initial screening, artefact control for FLuc-dependent activation tests, biochemical, ATPlite luminescence; 200,000 tested, under 10 active; activation factor at 10 µM; Luciferin 4-monooxygenase (Photinus pyralis), P08659; ATPlite luciferase biochemical, 10 min; 0 = ATP-free wells, 1 = DMSO control;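 active = luciferase activation factor, scaled between plate controls, of at least 2 with compound at 10 µM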
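Assay system – cell-free luciferase reagent · Medium – PBS-based ATP solution · Dosing – test compounds dosed from 2 mM stocks in 100% DMSO · Timing – 10 min, room temperature · Technique – light output (luminescence) · Measure – luminescence gain marking luciferase activators · Controls – No-ATP low control, compound-free enzyme-plus-ATP high control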
bIAP inhibitor: bovine intestinal alkaline phosphatase inhibitors, primary screen, selectivity assay for TNAP inhibitor project, biochemical, bovine IAP, CDP-star luminescence. alkaline phosphatase, intestinal [Bos taurus]. purified bovine IAP, 30 min. inhibition, % at 20 µM. 190,000 tested, under 10 active. AID 1019, 2008;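 active = over 50% inhibition of intestinal alkaline phosphatase at 20 µM in the single-dose screen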
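System: purified bovine intestinal alkaline phosphatase (IAP) enzyme; Input: IAP diluted 1/65,000,000 in the well; Measured by: CDP-star luminescence signal; Compound dosing: 20 µM single dose; Incubation: 30 min reaction at room temperature.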
* hit, by the source's call; . = no result given.

#	compound	TNAP act hiacc	TNAP inh hi DEA	FLuc inhib CS	bIAP act	RAM inhibit	L major viab	APP 5UTR inh	TNAP inh noacc	FLuc act counter	bIAP inhibitor
1	CCn1c(SCC(=O)N/N=C/C=C\c2ccco2)nc2ccccc21	1	1	-6	0.9	0.3	13	-5	-15	1.1	8
2	NS(=O)(=O)c1ccc(CCNC(=O)CSc2nnc3ccccn23)cc1	1	0	-2	1	0.2	-9	-2	-9	1	0
3	Cc1ccc(/C=N/NC(=O)Cn2cnc3ccccc32)cc1	1	-2	0	1.1	0.4	-3	-14	-10	1	-6
4	O=C(NC(=S)N1CCN(c2ccc([N+](=O)[O-])cc2)CC1)c1ccccc1	0.9	12	-2	1.1	3.6	4	-4	-10	1	-6
5	CCCNc1nc2c(c(=O)[nH]c(=O)n2C)n1CCC(C)C	1.1	-6	-3	1	-0.5	-5	0	-13	1	-3
6	CCOc1ccc(N(CC(=O)NCc2ccc(OC)cc2)S(=O)(=O)c2c(C)noc2C)cc1	1	-4	-9	1.1	4.1	-5	-12	-1	1.1	-5
7	CCOc1ccc(NC(=O)N(CC(C)C)CC(C)C)cc1	1.1	-6	13	0.9	0.5	17	4	-24	0.9	5
8	CCOC(=O)Cc1nnc(NC(=O)COc2ccc(OC)cc2)s1	1	4	0	1	1.9	0	16	-2	1	0
9	O=C(/C=C/N1CCOCC1)c1ccc(-c2ccccc2)cc1	1	1	12	1	1.8	-4	-25	7	0.9	-4
10	CCOCCCNc1ccc(-c2ccccc2)nn1	1	-3	20	0.9	1.2	4	-71	-9	0.8	8
11	C=CCSC1=C(C#N)C(c2ccccc2Cl)CC(=O)N1 (stereo not given)	1	-3	-6	1	1.7	-6	-17	-9	1.1	2
12	COC(=O)c1ccc(C)c(NC(=O)c2ccc(Cl)c([N+](=O)[O-])c2)c1	1	-4	-5	0.9	3.7	44	5	-10	1	12
13	N=c1nc(N)nc2n1NC(c1ccc(F)cc1)=CS2	1	-1	4	0.9	0.3	5	43	-8	1	9
14	COc1ccc(C(=O)O)cc1S(=O)(=O)NCCCN1CCCC1=O	1.1	-9	-7	1	0.2	-4	-12	-18	1.1	4
15	Cc1ccc(NC(=O)/C(=C/c2ccncc2)NC(=O)c2ccccc2)cc1	1	0	-3	1	1.2	9	0	-12	1	5

3 structures from above, sorted by length of the SMILES, lowest first:
#	compound	TNAP act hiacc	TNAP inh hi DEA	FLuc inhib CS	bIAP act	RAM inhibit	L major viab	APP 5UTR inh	TNAP inh noacc	FLuc act counter	bIAP inhibitor
10	CCOCCCNc1ccc(-c2ccccc2)nn1	1	-3	20	0.9	1.2	4	-71	-9	0.8	8
7	CCOc1ccc(NC(=O)N(CC(C)C)CC(C)C)cc1	1.1	-6	13	0.9	0.5	17	4	-24	0.9	5
14	COc1ccc(C(=O)O)cc1S(=O)(=O)NCCCN1CCCC1=O	1.1	-9	-7	1	0.2	-4	-12	-18	1.1	4

More structures.
#	compound	TNAP act hiacc	TNAP inh hi DEA	FLuc inhib CS	bIAP act	RAM inhibit	L major viab	APP 5UTR inh	TNAP inh noacc	FLuc act counter	bIAP inhibitor
16	CN(C)C(=O)COC(=O)c1ccccc1NC(=O)c1ccco1	1.1	-8	-1	1	1.2	-5	-22	-12	1	-1
17	Cc1ccc(C(=O)NCCCC(=O)O)o1	1	-4	-5	0.9	0.4	1	-20	-13	1	11
18	Cc1ccc(-c2nnc(SCC(=O)N3c4ccccc4NC(=O)C3(C)C)n2N)cc1	0.9	6	-4	1	0.3	2	0	8	1	4
19	Cc1ccc(NS(=O)(=O)c2ccc3c(c2)oc(=O)n3C)cc1F	1.1	-7	-5	0.9	1.9	1	-12	-17	1.1	14
20	CCc1cccc2c(C(=S)N3CCOCC3)c[nH]c12	1	0	-5	1	0.7	1	2	-1	1.1	1
21	CN(C)C=NC(=O)c1cn(-c2ccc(F)cc2)c(=O)c2ccccc12	1	-1	-8	1	0.0	-3	-25	12	1.1	2
22	CCN(C(=O)COC(=O)c1c(C)noc1C)C1CCS(=O)(=O)C1 (stereo not given)	1.1	-6	-12	1	-0.5	1	-9	-3	1.1	-3
23	CCc1c(C)nc2cc(-c3cccs3)[nH]n2c1=O	1	0	17	0.8	1.6	7	-27	-1	0.8	16
24	CC(C)C1CC(C(F)(F)F)n2nc(C(=O)O)cc2N1 (stereo not given)	1.1	-8	-7	1	1.1	-7	-5	-8	1.1	-5
25	COC(=O)C1=C(O)/C(=C\c2ccc(CNC(=O)C(=O)Nc3ccc(C)c(C)c3)o2)N=C1C	1	-3	0	1	1.3	0	-16	-9	1	3
26	CCc1ccc(C(=O)C(C)OC(=O)C2COc3ccccc3O2)cc1 (stereo not given)	1.1	-5	-2	0.9	2.4	46	8	-7	1	5
27	CCCCC(c1nnnn1C1CCCC1)N1CCN(C2CCCC2)CC1 (stereo not given)	1.1	-6	0	1	1.9	31	-2	-7	1	-3
28	Cc1ccccc1Nc1nnc(SCC(=O)N(C)C2CCS(=O)(=O)C2)s1 (stereo not given)	1	-4	-3	0.9	0.0	42	9	2	1	10
29	CCc1ccc(/C=N\NC(=O)c2ccc(Br)o2)s1	1	3	42	1	-0.6	-3	-50	0	0.6	3
30	COCc1cc(N2CCCC2)nc(-c2ccccc2)n1	1	-3	-4	1	2.6	6	1	-13	1	0

Additional records follow.
#	compound	TNAP act hiacc	TNAP inh hi DEA	FLuc inhib CS	bIAP act	RAM inhibit	L major viab	APP 5UTR inh	TNAP inh noacc	FLuc act counter	bIAP inhibitor
31	COCCNC(=S)N1CCC(Cc2ccccc2)CC1	1.1	-7	-8	0.9	-0.5	2	-6	-8	1.1	12
32	O=C(Nc1ccc(N2CCOCC2)cc1)Nc1ccc2nc(-c3ccco3)c(-c3ccco3)nc2c1	0.9	8	-1	1	7.7	-6	-12	22	1	-2
33	Cc1cccc(Nc2nc(N)nc(CSc3nccc(C)n3)n2)c1	1.1	-5	-9	0.8	-0.8	3	-19	-2	1.1	18
34	Nc1ccnn1Cc1ccc(Br)s1	1	-2	-6	1	2.7	0	-12	2	1.1	2
35	CNc1nc(C)c(C(=O)OCC(=O)OC)s1	1.1	-6	1	1	0.5	-7	8	-13	1	0
36	C/C(CC(=O)Nc1ccc(Cl)c(C(F)(F)F)c1)=N\NC(N)=S	1.1	-6	-2	1	2.1	97*	-26	-10	1	4
37	S=C(c1ccc2c(c1)OCO2)N1CCCCC1	1	-4	-6	0.8	0.0	-2	-10	-11	1.1	19
38	COc1ccc(NC(=O)COC(=O)C2=COCCO2)cc1OC	1.1	-5	-6	0.9	0.6	-4	-4	-8	1.1	8
39	c1cnc(Oc2ccc3oc4ccccc4c3c2)nc1	1.1	-6	-1	0.9	0.7	0	-3	-9	1	14
40	Cc1ccccc1-n1c(SCC(=O)NCc2cccs2)nnc1-c1ccncc1	1.1	-8	-6	1	0.6	53*	11	-12	1.1	-4
41	CC(C)c1nnc(NC(=O)CCN2C(=O)c3ccccc3C2=O)s1	1	-4	-6	0.6	3.6	-3	-4	-16	1.1	42
42	COc1ccc(NC2=CC(c3ccc(OC)c(OC)c3)N(c3ccc(OC)cc3)C2=O)cc1 (stereo not given)	1	4	2	1.1	-0.4	11	12	-2	1	-5
43	O=C(Cn1cncc1-c1ccc([N+](=O)[O-])cc1)Nc1cccc2ccccc12	1	3	0	0.9	4.0	4	16	-4	1	7
44	N#CCCN1CCN(C(=S)c2ccc(-c3ccc(Cl)cc3)o2)CC1	0.9	5	2	1	1.0	4	5	-1	1	-2
45	O=C(O)/C(=C\c1ccc(Cl)cc1)c1ccc(F)cc1	1	-4	-2	1	3.1	-8	-17	-16	1	-3

More results follow.
#	compound	TNAP act hiacc	TNAP inh hi DEA	FLuc inhib CS	bIAP act	RAM inhibit	L major viab	APP 5UTR inh	TNAP inh noacc	FLuc act counter	bIAP inhibitor
46	COC(=O)c1ccccc1NC(=O)CNC(=O)c1ccc(OC)c(OC)c1	1	-4	-8	1.1	-0.9	7	-6	-28	1.1	-10
47	CCc1ccc(NC2CC(=O)N(c3ccc(OC)cc3OC)C2=O)cc1 (stereo not given)	1	0	-1	1	3.6	-1	5	-4	1	3
48	CCN(CC)CCn1c(SCC(=O)Nc2cccc(OC)c2)nc2c(sc3ccccc32)c1=O	1	0	-4	1	1.6	41	2	-12	1	2
49	COc1cc(C=O)ccc1OCC(=O)N1CCCC1	1.1	-6	-10	0.9	2.0	-7	1	-6	1.1	13
50	CCc1cc(C(=O)NCCN(C)C)cs1	1	-4	-7	1	0.2	-5	-9	-5	1.1	2
51	COc1ccc(CNC(=O)Cn2cc([N+](=O)[O-])nc2C)cc1	1	-4	-8	0.8	1.2	-7	-3	-10	1.1	18
52	CCc1ccc2c(c1)cc(CN(C(=S)Nc1ccccc1Cl)C1CC1)c1nnnn12	1.1	-6	-11	0.9	1.9	-5	.	-2	1.1	13
53	CC(C)OC(=O)CN1C(=O)C(=O)c2ccccc21	1	-1	-8	0.9	0.5	88*	4	-10	1.1	12
54	Cc1nn(Cc2c(F)c(F)c(F)c(F)c2F)c(C)c1NC(=O)c1ccc(COc2ccc(F)cc2)o1	1	-1	0	1	2.5	8	9	0	1	3
